Screens deposited in PubChem BioAssay by National Center for Advancing Translational Sciences (NCATS).
ATXN2 expr inh = Primary qHTS for Inhibitors of ATXN expression; Potency, µM (series often up to 57 µM), for inactives: at the highest dose activity change, negative = inhibition, actives largely listed as inhibitors; HEK-293 ATXN2-luciferase reporter, luminescence, 24 h; AID 1745845, 2022; hit rate 0.72% among 360,000; further: potency means the concentration at half of the fitted maximal effect; on the % scale 0 is the no-effect control and ±100 the full control effect; nearly all actives have a fitted effect of over 55% in size
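qHTS (up to 57 uM final) was run with 24 h compound exposure of reporter cells at 37 °C. Each well was multiplexed: SteadyGlo luminescence measured ATXN2-luciferase expression after a fluorogenic Gly-Phe-AFC viability readout (25 uM final).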
HepG2 viability = qHTS for Inhibitors of TGF-b: Cytotox Counterscreen; HepG2 CAGA-GFP viability, ATP luminescence, 18 h; Potency, µM (top dose mostly 46.1 µM), without a hit: at the top dose activity change, negative = cytotoxicity, most hits filed as cytotoxic; hit rate 0.76% among 410,000; further: potency means the concentration at half of the fitted maximal effect; some results filed as inactive show a strong effect at the top dose
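HepG2 CAGA-GFP cells (1000/well, DMEM with 1% FBS) received compound, then TGF-beta at 500 pg/mL final, and were incubated 18 hours at 37 degrees C. Viability was read by CellTiter-Glo luminescence. Media-only wells were set as complete cell-killing and DMSO as no toxicity.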
S2 tox = Viability Counterscreen for Primary qHTS for Inhibitors of ATXN expression; S2 cells (HEK-293 line with an ATXN2-luciferase reporter) viability, CellTiter-Fluor protease fluorescence, 24 h; Potency, µM (doses to about 56.7 µM), most hits filed as cytotoxic; hit rate 0.49% among 400,000; further: potency means the concentration at half of the fitted maximal effect; nearly all actives have a fitted effect of over 40% in size
KB-3-1 cytotox = qHTS assay for MDR1-selective chemotherapeutics: Primary screen using the parental adenocarcinoma cell KB-3-1. KB-3-1 viability, CellTiter-Glo ATP luminescence, 72 h. Potency, µM (highest dose often 46.1 µM), for the others: top-dose activity change, negative = cytotoxic, actives largely listed as cytotoxic. hit rate 1.4% among 400,000; further: potency means the concentration at half of the fitted maximal effect; on the % scale 0 is the no-effect control and ±100 the full control effect; nearly all actives have a fitted effect of over 60% in size
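Screening of KB-3-1 cells (DMEM, 10% FBS, phenol-red free) ran from lowest to highest compound concentration; after 72 h at 37 °C viability was read luminescently and curves fitted.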
HT1080-NT tox = qHTS for induction of synthetic lethality in tumor cells producing 2HG: qHTS for the HT-1080-NT fibrosarcoma cell line; AID 686970, 2013; hit rate 1.6% among 360,000; Potency, µM (doses to about 46.1 µM), for the others: at the highest dose activity, negative = less viability, usual class: cytotoxic; HT-1080-NT fibrosarcoma viability, CellTiter-Glo ATP luminescence, 48 h;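 further: NT is the 2HG producing partner of a matched IDH1 knockdown line; potency means the concentration at half of the fitted maximal effect; 0% = DMSO-treated cells and -100% = media-only wells without cells; nearly all actives have a fitted effect of over 55% in size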
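Fibrosarcoma NT cells, 750 per well in 5% FBS RPMI, were exposed to compound for 48 hours. Viability: CellTiter-Glo luminescence.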
HT1080 IDH1KD tx = qHTS for induction of synthetic lethality in tumor cells producing 2HG: qHTS for the HT-1080-IDH1KD cell line. HT-1080 IDH1 knockdown viability, ATP luminescence, 48 h. Potency, µM (titrated, usually from 46.1 µM), for inactives: at the highest dose activity, negative = toxicity, most hits filed as cytotoxic. hit rate 2% among 360,000;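 further: potency means the concentration at half of the fitted maximal effect; 0% = DMSO wells and -100% = cell-free medium wells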
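CellTiter-Glo luminescence after 48 h compound exposure at 37 degrees C of IDH1-knockdown HT-1080 cells in 5% FBS RPMI. %Activity scaled between DMSO wells and cell-free media wells, with curves fitted and assigned curve classes.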
IL-1B inflam inh = qHTS for Inhibitors of Inflammasome Signaling: IL-1-beta AlphaLISA Primary Screen. THP-1 LPS/ATP IL-1B secretion, AlphaLISA, 16 h; active compounds read low. AID 743279, 2014. activity change, % at 57.5 µM. hit rate 4.7% among 360,000; in the data active means activity change below about -50%; inconclusive means mostly about -30% to -49%; further: on the % scale 0 is the no-effect control and ±100 the full control effect
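THP-1 cells pretreated 1 hr with compounds (up to 57.5 uM final), then stimulated with LPS (250 ng/mL final) plus ATP (1.25 mM final); secreted IL-1B measured by AlphaLISA after 16 hr, decreased signal indicating inhibition.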
SW480 rereplic = A quantitative high throughput screen for small molecules that induce DNA re-replication in SW480 colon adenocarcinoma cells | SW480 DNA re-replication, Hoechst DNA content imaging, 48 h | Potency, µM (doses to about 46.1 µM), without a hit: at the highest dose re-replication activation, hits mostly activators | hit rate 1.8% among 340,000; further: potency means the concentration at half of the fitted maximal effect; % of control where 0% means no effect; nearly all actives have a fitted effect of over 55% in size
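SW480 cells exposed to compounds for 48 hr at 37 C, 5% CO2, then Hoechst-stained 40 min. Nuclear DNA content imaged by fluorescence scanning (405 nm excitation, 500-530 nm emission); re-replication scored as increased high-intensity nuclei.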
MCF10A rereplic = A quantitative high throughput screen for small molecules that induce DNA re-replication in MCF 10a normal breast cells; MCF 10A DNA re-replication, Hoechst nuclear intensity, 48 h; hit rate 2.9% among 350,000; AID 624296, 2012; Potency, µM (doses to about 46.1 µM), without a hit: at the top dose activity, positive = re-replication, actives largely listed as activators; further: potency means the concentration at half of the fitted maximal effect; % of control where 0% means no effect; nearly all actives have a fitted effect of over 50% in size
Numbers without * were called inactive; i = inactive; ? = inconclusive; . = no result given; [ ] = remark or other dose. Unless noted, the call rests on the fitted dose curve; in most records, active means well fitted curve in the direction sought with a large enough effect; inconclusive means small, poorly fitted or top-dose-only effect, or another doubt; inactive means no such curve, though single readings can be large; an effect the other way counts as inactive or inconclusive. Rows were taken by chance. Share with any hit: about 8.9%.

cpd | molecule | ATXN2 expr inh | HepG2 viability | S2 tox | KB-3-1 cytotox | HT1080-NT tox | HT1080 IDH1KD tx | IL-1B inflam inh | SW480 rereplic | MCF10A rereplic
1 | Nc1nc2cc(S(=O)(=O)N3CCOCC3)ccc2o1 | -17% | 17% | i | -5% | 18% | 7% | -3 | -3% | -4%
2 | C#Cc1ccc(C(=O)Nc2cc(C(N)=O)ccc2N2CCOCC2)cc1 | -6% | -4% | i | -22% | -6% | 1% | 0 | -11% | -9%
3 | COc1cc(NC(=S)NCCc2ccccc2)c(OC)cc1NC(=O)CC(C)C | -24% | -2% | i | 2% | 11% | 9% | 0 | 0% | 2%
4 | Cc1ccc(-c2nn(-c3ccccc3)cc2CO)cc1 | 42%[activator] | -5% | i | 5% | -8% | -14% | -23 | -5% | -1%
5 | CCCCn1c(N)c(N(CC(C)C)C(=O)CN2C(=O)NC3(CCC(C(C)(C)CC)CC3)C2=O)c(=O)[nH]c1=O (configuration not stated) | 1% | 4% | ? | -2% | 2% | -13% | -6 | 11% | 0%
6 | O=C(NCCc1ccc(Cl)cc1)c1ccc(CSCc2cccc(Cl)c2)o1 | ? | -32% | ? | 0% | . | . | . | . | .
7 | C=CCOc1ccc(/C=N/n2cncn2)cc1OC | -7% | 3% | i | -6% | 0% | 10% | 45 | -6% | 0%
8 | CCOC(=O)c1ccc(N2CC(O)=C(c3nc4ccccc4c(=O)[nH]3)C2=N)cc1 | 2% | 0% | i | 1% | 24% | 6% | -8 | 1% | 21µM*
9 | N#CCCN(C(=O)COC(=O)c1cccc(S(=O)(=O)N2CCCCCC2)c1)c1ccc(F)cc1 | 7% | -1% | i | -3% | -2% | 15% | 4 | -2% | 0%
10 | CCOc1cc(C(=O)N2CCC(c3ccncc3)CC2)cc(OCC)c1OCC | 5% | -4% | i | 2% | . | . | . | . | .
11 | CCC(=O)Nc1ccc(-c2nnc(-c3ccccc3)o2)cc1 | 18% | -12% | i | -12% | -16% | -17% | -14 | 13% | -7%
12 | CC(C)Cc1nnc(NC(=O)C2CC(=O)N(Cc3ccccc3)C2)s1 (configuration not stated) | -8% | -36% | i | 11% | 0% | 2% | 12 | 26% | 1%
13 | COc1ccc(OC)c2c(C)cc(C)nc12 | 0% | -10% | i | 0% | 0% | 2% | -7 | 3% | -29%
14 | COc1ccc2nc(SCC(C)=O)c(C#N)cc2c1 | 31%[activator] | 1% | i | -19% | 20% | ? | -8 | -6% | 4%
15 | Cc1ccc(S(=O)(=O)N2CCN(C3CCN(Cc4ccccc4)CC3)CC2)cc1 | 4% | -3% | i | -8% | ? | 1% | 8 | -16% | 18%
16 | CCCCNC(=O)c1cn(CC)c2cc(N3CCN(C)CC3)c(F)cc2c1=O | . | -18% | i | -1% | 10% | 6% | 9 | -10% | -1%
17 | COc1ccc(C(=O)N(c2ccc(OC)cc2)S(=O)(=O)c2cccs2)cc1 | -8% | 21% | ? | 17% | -1% | 0% | 25 | -1% | 5%
18 | COc1cc(-c2ccccc2)nc2ccccc12 | 9% | -3% | i | 0% | -12% | -9% | -14 | -6% | -1%
19 | O=C(NCCCN1CCCC1)c1cc(Sc2ccc(F)cc2)nc2ccccc12 | 7% | -16% | i | -10% | 21µM* | 26µM* | -52* | ? | ?
20 | CC(=O)Nc1ccc(NC(=O)C/C(C)=N/NC(=O)C(=O)N2CCCC2)cc1 | ? | -13% | ? | -3% | 20% | 14% | 34 | -8% | 0%
21 | CN(C)C(=O)CCc1ccc2c3c([nH]c2c1)[C@]1(CCC2CCCC2)[C@@H](C(=O)N2CCOCC2)C[C@H](CC(=O)NCCC2=CCCCC2)C(=O)N1CC3 | -22% | -56% | . | 0% | -22% | ? | 21 | 17% | ?
22 | CC1(C)Cc2cccc(C(=O)Nc3ccc(Cl)cc3)c2O1 | . | -14% | i | -1% | 4% | 0% | ? | -8% | 15%
23 | CCn1nc(C(=O)Nc2cc(Cl)ccc2-n2cncn2)c2ccccc2c1=O | -2% | 1% | i | 2% | 9% | 14% | 6 | -4% | -3%
24 | Cc1ccc(N(CC(=O)N2CCCCCC2)S(C)(=O)=O)cc1 | . | -5% | i | 3% | 3% | -3% | -7 | . | .
25 | O=C(CNC(=O)c1ccccc1F)OCC(=O)c1ccc(Cl)s1 | 3% | 4% | i | 15% | 18% | 6% | 13 | -22% | 3%

Results in sequence from the list:
SW480 rereplic for entries 5–16: 11%, ., -6%, 1%, -2%, ., 13%, 26%, 3%, -6%, -16%, -10%
HepG2 viability for entries 5–16: 4%, -32%, 3%, 0%, -1%, -4%, -12%, -36%, -10%, 1%, -3%, -18%

(next part)
cpd | molecule | ATXN2 expr inh | HepG2 viability | S2 tox | KB-3-1 cytotox | HT1080-NT tox | HT1080 IDH1KD tx | IL-1B inflam inh | SW480 rereplic | MCF10A rereplic
26 | Cc1ccc(S(=O)(=O)c2[nH]c(-c3ccccc3)nc2SC(C)C(=O)O)cc1 (configuration not stated) | 5% | 3% | i | 8% | . | . | . | . | .
27 | C=CCNC(=O)c1cccc2c1C(=O)c1ccc(N3CCOCC3)cc1S2(=O)=O | 8% | 8% | i | 1% | 1% | 7% | 9 | 4%[9.22 µM] | -3%
28 | CCC(NC(=O)C1CCCO1)c1ccccc1 (configuration not stated) | -10% | -13% | i | 12% | 6% | -2% | 12 | -1% | -3%
29 | COc1ccc(/C=C2\SC(=S)N(CCC(=O)N3CCOCC3)C2=O)cc1 | 98%[activator] | 1% | 0.2µM* | 0% | 4% | 15% | -66* | -2% | 10%
30 | CN(CC(=O)Nc1c(Cl)cccc1Cl)C(=O)c1ccccc1Cc1ccccc1 | -3% | -17% | ? | -21% | 0% | 1% | -18 | 7% | 7%
31 | COc1ccc(Cl)cc1C(=O)N1CCC2(CC1)CC(=O)c1ccccc1O2 | -8% | -4% | i | -6% | -3% | -1% | ? | -2% | 1%
32 | COc1ccccc1C(=O)NCC(=O)NCCc1ccc(Cl)cc1 | 0% | 4% | i | 10% | -4% | 2% | -8 | -10% | -11%
33 | COC(=O)[C@@H]1C[C@@]2(O)[C@H](O)[C@H](O)[C@H](O)C[C@H]2N1Cc1ccccc1OS(=O)(=O)c1ccc(C)cc1 | -2% | -4% | i | -3% | -2% | 4% | 47 | ? | 13%
34 | CCn1nnc2cc(C(=O)Nc3ccc(OC)cc3)ccc21 | 5% | -6% | ? | -11% | . | . | . | . | .
35 | CC(C)(C)C(=O)N1CCN(C(c2ccccc2)c2ccccc2)CC1 | -13% | -25% | i | -6% | 15% | 12% | -15 | 2% | 11%
36 | COc1ccc(CNC(=O)c2cc3cc4ccc(C)cc4nc3o2)cc1 | 3% | -9% | i | -2% | . | . | . | . | .
37 | CN(C)/C=C/C(=O)c1ccc(Cl)s1 | 12% | -4% | i | -10% | 4% | 7% | 1 | -2% | 5%
38 | O=C1c2ccccc2C(=O)N1CCCn1c2ccc(Cl)cc2c2nc3ccccc3nc21 | . | 13% | i | 1% | -2% | 0% | 0 | -3% | 4%
39 | CC(=O)NC(=O)c1ccc(-c2ccc(Cl)cc2)o1 | 0% | 0% | i | ? | 24% | 20% | -25 | -13% | -1%
40 | Cc1ccc2[nH]cc(/C=C/c3cc[n+](C)cc3)c2c1 | ? | -18% | i | 0.92µM* | ? | ? | -7 | 8.2µM* | ?
41 | C/C(=N\Nc1nc(C(=O)O)cs1)c1ccccc1 | -8%[11.3 µM] | -18% | i | -1% | -2% | -1% | -4 | 7% | -2%
42 | Cc1ccc(-n2nc3cc(Cl)c(NC(=O)c4ccco4)cc3n2)cc1 | 10% | -18% | ? | -17% | ? | -30% | 18 | ? | ?
43 | CCOc1ccc(NC(=O)COC(=O)c2ccc3c(c2)OCCO3)cc1 | 8% | -2% | i | 4% | -1%[9.24 µM] | 4% | -23 | -27% | 9%
44 | COc1ccc(NC(=O)C2(C)CCN2C2Cc3ccccc3C2)cc1OC (configuration not stated) | -4% | -32% | ? | 0% | -1% | -14% | 9 | . | .
45 | CC(C)C[C@H]1CNC(=O)C(=O)N1CC1CCN(CCC(C)c2ccccc2)CC1 (some centres not stated) | 9% | -13% | i | -1% | 4% | 14% | -15 | . | .
46 | CC(C)=C[C@@H]1C[C@H](C)[C@H]2CC[C@H](C)c3c(O)c(O)c(C)c1c32 | -1% | -42% | i | 0% | -1% | -4% | -8 | 14% | ?
47 | C/C(CC(=O)Nc1cccc(Cl)c1Cl)=N\NC(=O)c1ccccc1Br | -20% | 10% | i | 1% | -12% | -3% | -13 | -10% | 12%
48 | CC(C)c1ccc(NC(=O)CCNC(=O)N2CC(=O)Nc3ccccc32)cc1 | -9% | 2% | i | 1% | -2% | -14% | 30 | ? | -3%

Some of the entries so far, with two lines to a compound.
Below each compound – ATXN2 expr inh	HepG2 viability	S2 tox	KB-3-1 cytotox	HT1080-NT tox	HT1080 IDH1KD tx	IL-1B inflam inh	SW480 rereplic	MCF10A rereplic
26. Cc1ccc(S(=O)(=O)c2[nH]c(-c3ccccc3)nc2SC(C)C(=O)O)cc1 (configuration not stated)
  5%	3%	i	8%	.	.	.	.	.
27. C=CCNC(=O)c1cccc2c1C(=O)c1ccc(N3CCOCC3)cc1S2(=O)=O
  8%	8%	i	1%	1%	7%	9	4%[9.22 µM]	-3%
28. CCC(NC(=O)C1CCCO1)c1ccccc1 (configuration not stated)
  -10%	-13%	i	12%	6%	-2%	12	-1%	-3%
29. COc1ccc(/C=C2\SC(=S)N(CCC(=O)N3CCOCC3)C2=O)cc1
  98%[activator]	1%	0.2µM*	0%	4%	15%	-66*	-2%	10%
